XIAP displacement: small molecules displacing peptide from XIAP – biochemical, IAP family, fluorescence polarization (AID 1018); XIAP BIR domain, fluorescence polarization peptide displacement; higher % means a stronger effect; one-dose displacement, % at 20 µM; IC50 in µM for titrated hits; actives 0.007% (n = 200,000); in the data active = displacement above about 50%; also: a part of the inactive calls stands beside numbers as strong as those of hits
Dynein transport: blocks dynein driven cargo transport along microtubules. 3617.4 mouse cells, GR-EGFP nuclear translocation imaging; test concentration mostly 20 µM; stimulated with dexamethasone, 1 µM; stronger effect = lower value. z-score, hits read low. actives 0.47% (n = 220,000);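 active = plate z-score of nuclear minus cytoplasmic receptor signal below a set negative limit, without overly bright fluorescence or cell loss, cut at about -3.5 in these data, passing the limit was not always enough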;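 also: z-score of nuclear minus cytoplasmic ring GR-EGFP intensity difference per well; some compounds called inactive have numbers as strong as hits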
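Buffer or medium: tet-free, stripped-serum medium; Also added: dexamethasone, 1.0 µM final; Technique: high-content fluorescence imaging after fixation; Times: 48 h induction, 1 h compound, 30 min dex at 37 °C; Read-out: per-cell GR-EGFP intensity, nucleus versus surrounding cytoplasmic ring, well-averaged.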
SIAH1 antagonists: blockers of Siah-1 interaction with plectin peptide – biochemical, fluorescence polarization, rhodamine-plectin, uHTS, primary screen (AID 1817). Siah-1 / rhodamine-plectin peptide fluorescence polarization; higher % means a stronger effect. one-dose displacement, % at 20 µM; IC50 in µM for titrated hits. actives 0.02% (n = 290,000);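 active = displacement of at least 50% at 20 µM, with a fluorescence ratio check between 0.3 and a set limit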;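 also: plate controls were Siah plus tracer with DMSO for no effect and tracer alone without Siah for full effect; strong numbers were not always called active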
LYP phosphatase: inhibitors of LYP phosphatase, biochemical, fluorescence intensity, uHTS (AID 1779) | actives 0.054% (n = 290,000) | recombinant LYP phosphatase, fluorescence intensity; higher % means a stronger effect | inhibition, % at 11.5 µM; hits with a dose series show IC50 in µM;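 also: plate controls were vehicle with enzyme for no effect and no enzyme for full effect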
P. falciparum M1AAP: malaria alanyl aminopeptidase activity blockers – biochemical, fluorogenic H-Leu-NHMec substrate, 1536-well (AID 1445). recombinant M1AAP, H-Leu-NHMec fluorogenic kinetic assay; higher % means a stronger effect. inhibition, % at 30 µM, or IC50 in µM where a hit was titrated. actives 0.42% (n = 220,000);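 active = primary inhibition above the hit cutoff, then over 50% inhibition at one or more dose response concentrations, cut at about 23% in these data, passing the limit was not always enough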;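 also: plate controls were DMSO full reaction for no effect and no enzyme background for full effect; strong numbers were not always called active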
M17LAP inhibition: P. falciparum M17LAP inhibitors, primary screen, biochemical, fluorogenic H-Leu-NHMec substrate, 1536-well (AID 1619) | recombinant M17LAP, H-Leu-NHMec fluorogenic kinetic assay; higher % means a stronger effect | actives 0.38% (n = 220,000) | inhibition, % at 30 µM, or IC50 in µM where a hit was titrated;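 active = compound inhibiting the enzyme by more than half at any dose during confirmatory dose-response retesting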;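 also: plate controls were full reaction with DMSO carrier for no effect and no enzyme background for full effect; strong numbers were not always called active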
PMI inhibition: MPI inhibition at elevated mannose 6-phosphate – biochemical, fluorescence intensity, high mannose 6-phosphate, primary screen (AID 1220). recombinant PMI enzyme, coupled fluorescence intensity; higher % means a stronger effect. inhibition, % at 20 µM; hits with a dose series show IC50 in µM. actives 0.66% (n = 190,000)
human PMI inhibition: inhibitors of human PMI, primary screen, biochemical, fluorescence intensity, coupled assay (AID 1209) | purified PMI enzyme, coupled fluorescence intensity; higher % means a stronger effect | inhibition, % at 20 µM, or IC50 in µM where a hit was titrated | actives 0.42% (n = 190,000);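 also: plate controls were DMSO vehicle for no effect and wells lacking substrate for full effect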
AID2073: disruptors of CaV2.2 binding to Mint1 – biochemical, HTRF (AID 2073). HTRF protein-protein interaction, Mint1-CaV2.2; higher % means a stronger effect. inhibition, % at 20 µM, or IC50 in µM where a hit was titrated. actives 0.19% (n = 290,000); in the data active = inhibition mostly above about 51%, no sharp cut-off; also: some results filed as inactive read as strong as hits
Dynein transport cytoplasmic EGFP: further read-out of Dynein transport, marked with its call; z-score; measured here: cytoplasmic GR-EGFP intensity; stronger effect = higher value
Dynein transport nuclear GR-EGFP: also measured in Dynein transport; calls as there; z-score; measured here: nuclear GR-EGFP intensity;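 lower value marks the stronger effect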
Dynein transport cell count: also measured in Dynein transport; calls as there; z-score; measured here: cell count per field
Active calls of the source: *; nt = no result given. Rule as the data show it, unless noted: active = inhibition above about 50%; inactive = the rest.

SMILES,XIAP displacement,Dynein transport,Dynein transport cytoplasmic EGFP,Dynein transport nuclear GR-EGFP,Dynein transport cell count,SIAH1 antagonists,LYP phosphatase,P. falciparum M1AAP,M17LAP inhibition,PMI inhibition,human PMI inhibition,AID2073
COc1ccc(S(=O)(=O)NCc2ccc3c(c2)OCO3)cc1C(=O)O,-1.8%,-0.12,-0.19,0.23,1.5,2%,-2%,-1%,-24%,-3%,2%,1%
CC(C)(C)OC(=O)NCCCC[C@H](NC(=O)c1nc[nH]c1C(=O)N1CCc2ccccc2C1)C(=O)OC(C)(C)C,nt,-0.16,-0.77,-0.026,0.051,-5%,2%,-7%,6%,nt,nt,3%
O=C(NCCc1nc2ccccc2[nH]1)c1ccc(Cl)c([N+](=O)[O-])c1,-6.1%,-0.56,-0.21,-0.52,0.14,0%,-5%,5%,10%,8%,20%,-2%
Nc1nc(C2CCCCC2)cs1,-0.6%,0.5,-0.23,0.42,0.23,-6%,-6%,-4%,8%,0%,6%,1%
Clc1ccccc1-c1nnc(-c2ccc3c(c2)OCO3)o1,-8.7%,-0.17,-0.25,-0.34,0.67,3%,-8%,3%,17%,10%,8%,16%
CN(CCc1ccccn1)C(=O)Nc1ccc(C(C)(C)C)cc1,nt,-0.17,-0.27,-0.2,0.11,10%,-4%,2%,4%,nt,nt,0%
COC(=O)Nc1nc(-c2ccc(F)cc2)c(C)s1,-3.8%,0.058,0.11,0.76,0.18,9%,-7%,-2%,-3%,2%,-1%,-8%
Cc1ccc(-n2cc(-c3ccc([N+](=O)[O-])cc3)[nH]c2=S)c(C)c1,-0.7%,0.26,-0.26,0.2,-0.24,1%,-3%,5%,0%,-4%,9%,-7%
Cc1noc(C)c1C(=O)NC(C)c1ccc(Cl)cc1Cl (stereo unspecified),-7.1%,-0.37,0.1,-0.22,0.28,3%,-6%,3%,1%,-1%,0%,9%
CCCN1C(=O)c2ccc(C(=O)Nc3cc(C)on3)cc2C1=O,-3.2%,-0.88,-0.21,-0.18,0.18,-2%,-2%,-3%,1%,10%,12%,19%
Cc1cc2c(c(=O)n1Cc1ccco1)C(c1ccccc1)C(C#N)=C(N)O2 (stereo unspecified),-4.1%,0.37,-0.19,0.02,0.73,0%,0%,4%,-5%,-4%,-2%,-2%
CC(C)Cn1c(N)c(C=O)c(=O)[nH]c1=O,-9.4%,2.4,-0.32,1.3,-1.5,-1%,-7%,5%,5%,5%,4%,4%
O=C(CSc1nnnn1-c1ccc(O)cc1)c1ccc(F)cc1,nt,-0.51,-0.28,0.14,1.3,-1%,-11%,-4%,5%,nt,nt,-5%
CCOC(=O)c1c(C)sc(Sc2ccc(Cl)cc2[N+](=O)[O-])c1OC,-19%,-0.48,-0.25,-0.15,0.53,2%,8%,6%,4%,4%,6%,-12%
O=C1OC(c2ccco2)=N/C1=C\c1ccc(-c2cccc(C(F)(F)F)c2)o1,-10%,-1.7,0.069,-0.55,-0.12,29%,2%,22%,38%,-4%,-3%,18%
Cc1ccc(NC(=O)CSc2nc3ccccc3c(=O)n2CCCC(=O)NCCCN2CCOCC2)cc1,-6.7%,0.33,-0.25,0.99,-1.8,-1%,-10%,4%,10%,-15%,-10%,-1%
COCCNC(=O)C(=O)NCCN1CCOCC1,-19%,0.32,-0.2,0.16,-0.67,-1%,-2%,1%,-8%,7%,5%,-2%
CCc1nnc(NS(=O)(=O)c2ccc(NC(=O)OC)cc2)s1,5.2%,-0.0057,-0.21,-0.13,0.12,0%,-12%,0%,7%,-2%,-3%,10%
C(=N\Nc1ccccn1)/c1ccc2c(c1)OCCO2,-1.7%,-0.14,-0.28,-0.084,0.068,-5%,-4%,8%,7%,5%,8%,-6%
COc1ccc(C)cc1NC(=O)c1cc2cc3ccc(C)cc3nc2o1,-3.6%,-0.13,-0.28,0.017,-0.29,1%,-6%,2%,-5%,1%,-2%,45%
COc1ccc(/C=C2/SC(=O)N(CCNC(=O)C3COc4ccccc4O3)C2=O)cc1 (stereo unspecified),-5.2%,1.6,-0.19,0.82,-0.48,7%,0%,2%,6%,-8%,-3%,-1%
CC1(c2ccccc2Cl)NC(=O)N(CC(=O)NC(=O)NCc2ccco2)C1=O (stereo unspecified),-4.8%,-0.92,-0.17,-0.28,1.9,1%,-6%,5%,0%,1%,-7%,8%
CN(C(=O)Cc1c(C(=O)O)n(C)c2ccccc12)c1ccc(F)cc1,-4.3%,0.093,-0.33,0.27,-0.0049,-3%,-8%,1%,-2%,-12%,-22%,-7%
COc1cccc(C2CC(c3cccs3)=NN2C(=S)Nc2ccccc2)c1OC (stereo unspecified),-17%,0.058,-0.21,-0.12,-0.03,-2%,11%,-2%,0%,0%,2%,11%
Cc1[nH]c(=O)c(C#N)c(C)c1[N+](=O)[O-],nt,-0.48,-0.18,0.2,0.012,4%,4%,4%,2%,nt,nt,8%
COc1ccccc1-n1c(SCC(=O)Nc2ccc(C)cc2)nc(O)cc1=O,-1.0%,-0.74,-0.21,-0.6,-0.051,-1%,-8%,3%,0%,0%,3%,16%
C=CCn1c(SCC(=O)NC2CCS(=O)(=O)C2)nc2scc(C3CC3)c2c1=O (stereo unspecified),-4.3%,-0.18,-0.27,0.078,0.29,2%,-5%,3%,-3%,-2%,-5%,11%
CC(C)Oc1ccc(CNC(=O)CC(c2ccccc2)c2cc(Cl)ccc2O)cc1 (stereo unspecified),-4.5%,1.6,-0.19,1,0.39,0%,6%,4%,8%,18%,21%,1%
Cc1ccc2nc(N(CCCN(C)C)C(=O)c3ccc(Br)s3)sc2c1,-5.4%,0.54,-0.19,0.3,-0.11,-12%,0%,0%,1%,-18%,-20%,4%
CCOc1ccc(C(C)=O)cc1COC(=O)c1cnc(Cl)c(Cl)c1,-6.1%,1.8,-0.14,0.9,-0.47,3%,-9%,-4%,3%,0%,1%,26%

3 compounds from above, sorted by the value under AID2073, smallest number first.
SMILES,XIAP displacement,Dynein transport,Dynein transport cytoplasmic EGFP,Dynein transport nuclear GR-EGFP,Dynein transport cell count,SIAH1 antagonists,LYP phosphatase,P. falciparum M1AAP,M17LAP inhibition,PMI inhibition,human PMI inhibition,AID2073
COC(=O)Nc1nc(-c2ccc(F)cc2)c(C)s1,-3.8%,0.058,0.11,0.76,0.18,9%,-7%,-2%,-3%,2%,-1%,-8%
Cc1cc2c(c(=O)n1Cc1ccco1)C(c1ccccc1)C(C#N)=C(N)O2 (stereo unspecified),-4.1%,0.37,-0.19,0.02,0.73,0%,0%,4%,-5%,-4%,-2%,-2%
Clc1ccccc1-c1nnc(-c2ccc3c(c2)OCO3)o1,-8.7%,-0.17,-0.25,-0.34,0.67,3%,-8%,3%,17%,10%,8%,16%

Following part.
SMILES,XIAP displacement,Dynein transport,Dynein transport cytoplasmic EGFP,Dynein transport nuclear GR-EGFP,Dynein transport cell count,SIAH1 antagonists,LYP phosphatase,P. falciparum M1AAP,M17LAP inhibition,PMI inhibition,human PMI inhibition,AID2073
COc1ccc(NS(=O)(=O)c2cccc3nonc23)c(OC)c1,-4.3%,-0.82,-0.15,0.15,0.065,-5%,-2%,8%,8%,5%,-1%,7%
CC(NC(=O)OCc1ccccc1)C(=O)N1CC(O)CC1C(=O)O (stereo unspecified),-3.3%,-0.26,-0.27,-0.51,0.75,1%,2%,0%,5%,-17%,-6%,0%
c1ccc(-n2nnc3cnccc32)cc1,-5.0%,-0.026,-0.19,0.55,-0.036,-2%,-7%,-2%,1%,-2%,1%,-4%
CCCn1c(=O)c(C(=O)OCC)c(O)c2cc(Br)ccc21,-5.2%,-0.069,0.044,-0.19,0.67,20%,-6%,3%,19%,-24%,-21%,12%
COc1ccc(NC(=O)COC(=O)Cn2nnc3ccccc32)cc1,-8.6%,-1.1,-0.14,-0.47,0.38,4%,-3%,8%,4%,-2%,-18%,19%
O=C(O)COc1ccc(Br)cc1/C=C1/SC(=O)N(CC(=O)N2CCCC2)C1=O,-2.0%,-0.91,-0.37,-0.27,0.33,-2%,-2%,21%,35µM*,-15%,-7%,3%
CCOC(=O)NC1(C(F)(F)F)NC(=O)N(Cc2ccco2)C1=O (stereo unspecified),-5.1%,1.2,-0.057,1.2,-1.9,-4%,-11%,3%,-2%,6%,12%,-17%
CC1CCCC(NC(=O)C2CCN(S(=O)(=O)N3CCOCC3)CC2)C1C (stereo unspecified),-4.9%,1.2,-0.039,1.1,-1.7,1%,-3%,2%,12%,-8%,-5%,-8%
COc1ccc(C(=O)NCC23C=CC(O2)C2C(=O)N(Cc4ccccc4)C(=O)C23)cc1 (stereo unspecified),-3.1%,-0.32,-0.23,0.19,0.045,3%,-8%,0%,-3%,-19%,-18%,-8%
COc1ccc(C2=NN(c3nc4ccccc4s3)C(=O)C2)cc1,-4.3%,0.85,-0.24,0.44,0.089,-13%,2%,9%,29%,-71%,-48%,21%
Cc1ccc(OCc2nc(C#N)c(NCCCn3ccnc3)o2)cc1,-0.7%,0.18,-0.12,0.54,-0.26,-4%,5%,-2%,-10%,2%,1%,-2%
COc1ccc(SCCC(=O)NCc2ccncc2)cc1,nt,0.56,-0.28,-0.021,0.33,-1%,-2%,8%,3%,nt,nt,1%
Cc1nc(NC2=NCN(CCCN3CCOCC3)CN2)nc2c(C)cccc12,-2.1%,0.19,-0.24,0.59,0.2,0%,-9%,29%*,9%,0%,4%,-15%
CCOC(=O)c1nc(C)sc1-c1ccnn1S(=O)(=O)c1ccc(Cl)cc1Cl,nt,0.19,-0.26,-0.0013,0.15,-4%,4%,0%,-6%,nt,nt,4%
Cc1noc(C)c1C(=O)OCC(=O)NC(c1ccccc1)c1ccccc1,-5.7%,0.41,-0.12,1.2,0.014,5%,-5%,1%,0%,-8%,-9%,11%
O=C(/C=C/c1ccccc1)NC(=S)NNC(=O)Cc1cccs1,-8.2%,-0.27,-0.14,-0.083,0.87,-8%,-2%,-21%,28%,-25%,-25%,-8%
CCOC(=O)C(=NCCCN(C)C)NNc1cc(C(F)(F)F)ccc1Cl,-9.2%,0.48,-0.023,0.34,-0.2,5%,-6%,6%,20%,10%,-20%,-12%
Cc1cc(C(=O)N2CCN(C/C=C/c3ccccc3)CC2)cs1,-1.6%,0.02,-0.16,0.28,-1,0%,-1%,9%,6%,15%,15%,-2%
Cc1ccc(-c2nn3c(C)nnc3s2)cc1NC(=O)c1ccc(-c2cccc(Cl)c2)o1,-25%,-1.1,0.16,-0.4,2.5,11%,13%,12%,-7%,4%,-5%,40%
CN(NS(=O)(=O)c1ccc(Cl)cc1)c1ncc(C(F)(F)F)cc1Cl,-1.8%,-1.4,-0.37,-0.19,2.2,-8%,4%,4%,5%,4%,4%,4%

Screening results as filed in PubChem BioAssay.
